# Bioassay records (PubChem)
# FLuc modulator: counter-screen for miR-21 project: firefly luciferase inhibitors or activators; P08659; purified FLuc, Km substrates, luminescence inhibition; Potency, µM (highest dose often 57.5 µM), without a hit: at the top dose activity change, negative = inhibition, actives largely listed as inhibitors; hit rate 6.9% among 360,000; active means well fitted inhibition curve with a large enough effect; inconclusive means small, poorly fitted or top-dose-only effect;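 further: plate controls were vehicle for no effect and reference inhibitor for full effect; nearly all actives have a fitted effect of over 55% in size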
# Target sequence (P08659 whole entry, looked up): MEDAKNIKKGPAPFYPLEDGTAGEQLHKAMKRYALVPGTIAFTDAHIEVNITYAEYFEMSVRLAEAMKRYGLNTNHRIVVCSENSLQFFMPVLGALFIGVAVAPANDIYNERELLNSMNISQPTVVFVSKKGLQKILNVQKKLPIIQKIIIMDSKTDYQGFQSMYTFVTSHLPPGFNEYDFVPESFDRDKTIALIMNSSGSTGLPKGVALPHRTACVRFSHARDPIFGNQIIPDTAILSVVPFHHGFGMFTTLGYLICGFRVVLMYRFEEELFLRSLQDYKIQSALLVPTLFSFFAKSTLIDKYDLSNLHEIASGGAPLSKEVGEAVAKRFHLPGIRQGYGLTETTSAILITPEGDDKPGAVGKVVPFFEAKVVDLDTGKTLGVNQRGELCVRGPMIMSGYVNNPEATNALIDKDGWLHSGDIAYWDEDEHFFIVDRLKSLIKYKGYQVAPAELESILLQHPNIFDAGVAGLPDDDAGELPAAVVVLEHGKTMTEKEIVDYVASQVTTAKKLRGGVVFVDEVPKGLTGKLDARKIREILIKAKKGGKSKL
#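 Purified P. pyralis luciferase, 10 nM final, with Km-level 10 uM D-luciferin and 10 uM ATP in 50 mM Tris acetate pH 7.5, 10 mM Mg acetate, 0.01% Tween-20, 0.05% BSA; 6-point qHTS titration about 60 µM downward; luminescence read.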
# * marks the source's active call; other numbers are inactive results; ? = inconclusive. Potency means the concentration at half of the fitted maximal effect.
Molecule	FLuc modulator
CCOc1cccc(CC(=O)Nc2ccc3nc(N4CCCCC4)cc(C)c3c2)c1OCC	-6.4%
CN(C)c1ccc(C(CNC(=O)COc2ccc(Cl)cc2)N2CCOCC2)cc1 (stereo not drawn)	-0.3%
COc1ccc(-n2nc3ccc(NC(=O)c4cc5ccccc5o4)cc3n2)cc1Cl	-4.6%
COc1cccc(N2CCN(c3ncc4c(n3)CCN(Cc3ccc(Br)cc3)C4)CC2)c1	5.0%
COc1cc(OC)cc(C(=O)Oc2c(Sc3ccccc3)c(C)nn2C(C)(C)C)c1	-4.8%
CCc1ccc(NC(=O)Cn2ncc3c(C)n(Cc4cccc(Cl)c4)c(C)c3c2=O)cc1	-6.7%
CCOC(=O)c1ccccc1NC(=O)CSc1ccc(-c2cccs2)nn1	-3.7%
COc1ccc(NC(=O)CN2C(=O)COc3ccc(S(=O)(=O)Nc4ccccc4)cc32)cc1OC	-8.4%

# 4 of the compounds above, field by field:
> COc1cccc(N2CCN(c3ncc4c(n3)CCN(Cc3ccc(Br)cc3)C4)CC2)c1
  FLuc modulator: 5.0%
> COc1cc(OC)cc(C(=O)Oc2c(Sc3ccccc3)c(C)nn2C(C)(C)C)c1
  FLuc modulator: -4.8%
> CCc1ccc(NC(=O)Cn2ncc3c(C)n(Cc4cccc(Cl)c4)c(C)c3c2=O)cc1
  FLuc modulator: -6.7%
> CCOC(=O)c1ccccc1NC(=O)CSc1ccc(-c2cccs2)nn1
  FLuc modulator: -3.7%

# More results
Molecule	FLuc modulator
COc1ccc(NC(=O)c2cc(-c3ccc4c(c3)OCO4)on2)c(OC)c1	3.7%
O=C(NCc1ccc(F)cc1)C1CCCCN1S(=O)(=O)c1ccc(F)cc1 (stereo not drawn)	2.2%
CC(=O)N1c2ccccc2CC1C(=O)N1CCN(c2cccc(Cl)c2)CC1 (stereo not drawn)	-2.9%
CCOc1ccccc1NC(=O)CN1C(=O)CC(c2ccc(C)c(C)c2)=Nc2ccccc21	26.9µM*
COc1ccc(NC(=O)c2cc3nc(-c4ccc(C)c(C)c4)cc(C(F)(F)F)n3n2)cc1	1.0%
COc1cccc(-n2ccn(CC(=O)c3ccc(F)cc3)c(=O)c2=O)c1	-8.8%
Cc1cc(C)c(S(=O)(=O)Nc2ccc3oc(C)c(C(=O)OC(C)C)c3c2)cc1C	-19.5%
CC(C)CC(=O)Nc1ccc2nc(SCC(=O)N3CCCC3)sc2c1	-0.1%
O=S(=O)(c1ccc(F)cc1)N1CCC(Oc2cccc(C(F)(F)F)c2)CC1	-2.2%
NC(=O)C1CCN(c2nc(-c3cccc(F)c3)cs2)CC1	?
Cc1ccc(NC(=O)C2CCCN(c3ncnc4c3nc3n4CCCCC3)C2)c(Br)c1 (stereo not drawn)	3.5%
O=C(CN1C(=O)COc2ccc(Cl)cc21)Nc1cccc(C(=O)O)c1	-13.9%
Cc1ccc(-n2ncc3c(NC4CCCCCC4)ncnc32)cc1Cl	2.69µM*
Cc1ccc(-c2cn3c(n2)sc2cc(C(=O)NCc4cccs4)ccc23)cc1	-13.7%
COc1cccc2c1cc1c(=O)n(CC(=O)N3CCCCC3)nc(C)n12	-1.3%
Cc1cc(C)c(NC(=O)Nc2csc3c2CCCC3)c(C)c1	-2.0%
COc1cc(C(=O)Nc2ccc(-c3nc4ccccc4o3)c(O)c2)cc(OC)c1OC	-3.7%
Cc1ccc(S(=O)(=O)NCCc2csc(-c3cccc(F)c3)n2)cc1	-0.7%
CCOC(=O)c1c(C)[nH]c(CCC(=O)NCc2ccccc2C)c1C	-1.0%
CCc1ccc(-c2nc(CSCC(=O)NCc3ccccc3OC)c(C)o2)cc1	?
CCOc1ccc(-n2c(-c3ccc(C)cc3)nc3c(cnn3-c3ccccc3)c2=O)cc1	2.8%
Cc1ccc(C)c(NS(=O)(=O)c2cc3c(cc2Cl)NC(=O)CO3)c1	1.6%
COc1cccc(CNC(=O)C(=O)NCC(c2ccco2)S(=O)(=O)c2ccccc2)c1 (stereo not drawn)	-11.0%
CCN(CC)S(=O)(=O)c1ccc(C(=O)N2CC(=O)Nc3ccc(F)cc3C2c2ccccc2)cc1 (stereo not drawn)	8.5%
COc1ccc(NC(=O)CN2C(=O)CCn3nc(-c4cccn4C)cc32)cc1Cl	-2.8%
Cc1ccccc1S(=O)(=O)Cc1ccc(C(=O)NCc2ccccc2Cl)o1	-16.8%
CCN(CC)c1ccc(CN(C(=O)Cc2coc3ccc(C)cc23)C2CCS(=O)(=O)C2)cc1 (stereo not drawn)	6.0%
NC(=O)Cn1c(=O)n(CCCCCC(=O)NCc2ccccc2)c(=O)c2sccc21	-0.7%
Cc1ccc(C)c(N2CCN(C(=O)CCc3nnc4n(CC(C)C)c(=O)c5ccccc5n34)CC2)c1	2.1%
CC(C)Sc1ncc(Cl)c(C(=O)Nc2ccc(S(=O)(=O)N3CCCCC3)cc2)n1	-1.4%
Cc1c(C(=O)N2CCCC2)oc2c1-c1nn(CC(=O)NC(C)c3ccccc3)cc1CC2 (stereo not drawn)	-8.9%
O=C1CC(c2ccc(F)cc2)c2c(n3c(nc4ccccc43)[nH]c2=O)N1 (stereo not drawn)	0.5%

# (further entries)
structure | FLuc modulator
CCc1nc2ccc(C(=O)NCc3ccc(SC)cc3)cc2nc1CC | 5.9%
O=C(CCN1C(=O)c2ccccc2Sc2ncccc21)Nc1ccc(F)cc1 | -4.9%
CCOC(=O)c1ccc(NC(=O)c2cnn3c(=O)c4c(n(CC)c23)CCN(Cc2ccc(OC)cc2)C4)cc1 | 0.3%
COc1ccc(C)cc1NC(=O)C1CCN(S(=O)(=O)c2c(C)noc2/C=C/c2ccco2)CC1 | -4.1%
CCC(CO)Nc1ncnc2c1cnn2-c1ccc(C)cc1 (stereo not drawn) | 3.38µM*
COc1ccc2[nH]c(=O)c(CN(C(=O)c3cccc(Cl)c3)c3ccccc3C)cc2c1 | -10.4%
COc1ccc(Cl)cc1S(=O)(=O)N1CCC(c2ccncc2)CC1 | -1.3%
COc1cccc(CNC(=O)C(=O)NCC(c2cccs2)S(=O)(=O)c2cccs2)c1 (stereo not drawn) | -1.3%
O=C(CSc1nnc2ccc3ccccc3n12)Nc1ccccc1Cl | 16.9µM*
CSc1ccc(-c2nc3c(C)cccn3c2Nc2ccc3c(c2)OCCO3)cc1 | -8.3%
Cc1cc2nn(-c3ccc(F)cc3)nc2cc1NC(=O)c1cccc2c(Cl)cccc12 | -8.1%
Cc1cccc(-c2nc3scc(CCNS(=O)(=O)c4ccc5c(c4)OCCO5)n3n2)c1 | 5.7%
CCOc1ccc(CCNC(=O)c2c(C)oc3ncnc(N4CCOCC4)c23)cc1 | 5.0%
CC(=O)c1ccc(NC(=O)C2CCCN(S(=O)(=O)c3ccc4c(c3)CCCN4C(C)=O)C2)cc1 (stereo not drawn) | 4.7%
N#C/C(=C/c1ccc(Cl)cc1Cl)c1nc2ccccc2c(=O)[nH]1 | 4.9%
Cc1ccccc1CN1c2ccccc2S(=O)(=O)c2ccccc21 | ?
COc1cc(Cl)c(C)cc1Nc1nc2ccccc2c2nnc(C)n12 | -1.2%
Cc1cccc(C(=O)NCCc2nc3ccccc3n2CCC(C)C)c1 | 1.6%
CCn1c(C(=O)Nc2ccccc2C(=O)OC)cc2sc(Cl)cc21 | 2.9%
Cc1ccc(CNC(=O)CCc2c(C)nc3nc(CNC(=O)OC(C)(C)C)nn3c2C)cc1 | -4.1%
COc1ccc(CNCc2c(C(=O)O)c(C)n(Cc3ccccc3C)c2C)c(OC)c1 | -11.0%
Cc1cccc(CNC(=O)c2cnc3sc(N4CCCCCC4)nn3c2=O)c1 | -4.3%
CCCCOc1ccc(CN2C(=O)C(=O)c3cc(Br)cc(C)c32)cc1OC | ?
CN1C(=O)Cc2cc(S(=O)(=O)NCc3ccccc3Cl)ccc21 | 2.4%
CCC(=O)N1c2ccccc2CC1C(=O)NCCCN1CCN(c2ccc(F)cc2)CC1 (stereo not drawn) | 0.3%
CCCc1oc2ccc(NS(=O)(=O)c3ccc(OCC)cc3)cc2c1C(=O)OCC | -4.4%
CCOC(=O)c1c(C)n(-c2ccccc2)c2ccc(OC(=O)c3ccccc3Cl)cc12 | 6.2%
COc1ccc(S(=O)(=O)c2cn(C)c3cc(N4CCCC4)c(F)cc3c2=O)cc1 | -1.7%
Cc1c(C(=O)Nc2ccccc2F)sc2ncnc(N(C)C3CCCCC3)c12 | -18.0%
COc1cccc(N(CC(=O)N2CCC(C)CC2)S(=O)(=O)c2ccc(C)cc2)c1 | -6.3%
COc1ccc(OC)c(NC(=O)CSC2=Nc3ccccc3C3=NC(CC(=O)NCc4ccco4)C(=O)N23)c1 (stereo not drawn) | -5.2%
COC(=O)c1ccc2c(c1)sc(=NC(=O)c1ccc(S(=O)(=O)N3CCCCC3)cc1)n2C | -1.4%
Cc1cc(OC(C)C(=O)N(Cc2ccc(N(C)C)cc2)Cc2ccco2)ccc1Cl (stereo not drawn) | ?
CCOc1ccc(CNS(=O)(=O)c2c(C(=O)N3CCCCCC3)c(C)n(C)c2C)cc1OC | -0.9%
Cc1cc(C)cc(NC(=O)Cn2c3ncccc3c(=O)n2-c2ccc(C)c(C)c2)c1 | 1.6%
Cc1ccc(-n2nc(CO)c(C(=O)NCCCCc3ccccc3)n2)cc1 | 6.3%
O=C(CCS(=O)(=O)c1nc(-c2ccc3c(c2)OCO3)cc(C(F)(F)F)n1)Nc1ccccc1C(F)(F)F | 5.9%
COC(=O)c1sccc1S(=O)(=O)N1CCN(c2cccc(C)c2C)CC1 | -8.5%
CC(C)c1ccc(NC(=O)C2CCN(S(=O)(=O)c3ccc(Br)s3)CC2)cc1 | -10.2%
COc1ccc(-c2nn(C)c3sc(C(=O)N4CCN(c5cccc(C)c5C)CC4)cc23)cc1OC | -2.8%
CCCCN(C)C(=O)CN1C(=O)c2cccnc2Oc2ccc(Cl)cc21 | -2.2%
COc1cccc(CNC(=O)CN2C(=O)CCCc3ccccc32)c1OC | -4.6%
CCc1ccccc1NC(=O)C(C)n1c(=O)cc(C)c2c(C)nn(-c3ccccc3)c21 (stereo not drawn) | -2.9%
CCc1ccc(-n2nc(CO)c(C(=O)NCc3ccccn3)n2)cc1 | ?
COc1ccc(N2CCN(S(=O)(=O)CCNC(=O)Cc3ccc(-c4ccccc4)cc3)CC2)cc1 | -4.1%
COc1ccc(-n2ncc3c(NCCC4=CCCCC4)ncnc32)cc1 | ?
CC(C)(C)NC(=O)Cn1cc(S(=O)(=O)Cc2ccc(F)cc2)c2ccccc21 | -2.7%
Cc1ccc(C)c(N2CCN(C(=O)c3cn(CC(C)C)c(=O)c4c3c3ccccc3n4C)CC2)c1 | -7.6%
Fc1ccc(-n2ncc3c(NCCCn4ccnc4)ncnc32)cc1 | ?
Cc1c2cnn(CC(=O)NCc3ccc(F)cc3)c(=O)c2c(C)n1Cc1ccccc1F | 4.6%

# (list continues)
structure | FLuc modulator
CCOc1ccc(-n2c(=O)c3c(C)c(C)sc3n(CC(=O)N(CC)Cc3ccccc3)c2=O)cc1 | 3.3%
COCCCNC(=O)N1CCN(c2nnc(C)c3c(C)n(-c4ccc(Cl)cc4)nc23)CC1 | -2.4%
CCOc1ccc2nc(N(Cc3cccnc3)C(=O)c3ccco3)sc2c1 | 16.9µM*
CCCn1c2ccccc2c2cnn(CC(=O)N3CCC(C(=O)OCC)CC3)c(=O)c21 | -19.4%
COc1ccc(-n2c(C)nc3cc(C(=O)NC4CCCC4)ccc32)cc1 | -0.5%
COc1cccc(C(=O)Nc2ccccc2-c2nc(-c3ccc(C)cc3)no2)c1 | 1.2%
Cn1c(=O)c2c(SCC(=O)N3CCc4ccccc43)nc(-c3ccccc3Cl)nc2n(C)c1=O | -4.4%
Cc1ccc2c(=O)cc(C(=O)Nc3nc4ccc(Cl)cc4s3)oc2c1C | -19.3%
CCn1c2ccccc2c2nnc(N3CCN(c4cccc(Cl)c4)CC3)nc21 | -7.8%
CSc1ccc(CCNC(=O)c2cc3cc4cc(C)ccc4nc3s2)cc1 | 6.0%

# Exported as labelled records: part of the list above
COc1ccc(-n2c(C)nc3cc(C(=O)NC4CCCC4)ccc32)cc1
  FLuc modulator = -0.5%

COc1cccc(C(=O)Nc2ccccc2-c2nc(-c3ccc(C)cc3)no2)c1
  FLuc modulator = 1.2%

# Other structures:
structure | FLuc modulator
Cc1cc(C)cc(NC(=O)Cn2c(=O)n(-c3cc(C)cc(C)c3)c(=O)c3oc4ccccc4c32)c1 | -9.4%
O=C(NCc1ccc(Cl)cc1)C1CCCN(C(=O)c2cnn(-c3ccc(F)cc3)c2-n2cccc2)C1 (stereo not drawn) | -16.3%
COc1ccc(C(CC(=O)Nc2ccc(Br)cn2)N2Cc3ccccc3C2=O)cc1 (stereo not drawn) | 0.9%
Cc1ccc(Cl)cc1NC(=O)c1cc(CN2CCCC2)on1 | 6.0%
COc1ccc(Br)cc1S(=O)(=O)Nc1cc(-c2cn3ccccc3n2)ccc1C | ?
Cc1coc2c1c(C)cc1oc(=O)cc(C)c12 | -5.6%
O=C(NCCc1csc(-c2ccc(C(F)(F)F)cc2)n1)c1ccccc1Cl | 1.5%
COc1ccc(CNC(=O)CCS(=O)(=O)c2cc(Br)cc3c2N(C(=O)C2CC2)CC3)cc1 | 2.2%
Fc1ccc([C@@H]2Nc3ccccc3[C@@H]3C=CC[C@@H]32)cc1 | ?
CNS(=O)(=O)c1cn(CC(=O)N2CCN(c3ccc(OC)cc3)CC2)cc1S(=O)(=O)NC | -0.9%
CCOC(=O)c1cc(-c2ccc(OC)cc2)n(CCC(=O)Nc2cccc(C)c2C)c1C | -2.7%
Cc1ccc(C2=NN(CC(=O)NC(C)c3ccccc3)C(=O)CC2)cc1 (stereo not drawn) | -1.1%

# An excerpt, so the mix of outcomes need not match the whole.
